MT1-MMP act inh: blocks activation of human MT1-MMP; 360,000 tested, 0.061% active; HT1080 RFP-PRO-GFP cells, GFP/RFP ratio fluorescence, overnight; percent of plate control window, DMSO zero; P50281; GFP/RFP ratio change, % at 20 µM;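 active means GFP/RFP ratio change of at least 30% with cell ATP level not reduced by more than half and red fluorescence within 50% of control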; further: strong numbers were not always called active
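Material: RFP-PRO-GFP reporter HT1080 cells. Dosing: single-point 20 µM compound, 1% DMSO. Controls: DMSO and RFP-L50D-GFP cell wells. Timing: cells overnight before dosing, compound overnight, 37 °C, 5% CO2. Measure: GFP/RFP fluorescence ratio.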
DNMT1 block: blocks human DNA methyltransferase DNMT1; P26358; DNMT1 molecular beacon, Hinp1I cleavage, fluorescence; inhibition (reported as % activation of signal), % at 10 µM; 360,000 tested, 0.83% active; AID 588458; in the data active means inhibition above about 50%
Scp-1 inhibitor: inhibitors of human Scp-1 phosphatase; Recombinant Scp1, phosphopeptide, malachite green phosphate absorbance; AID 493091; 340,000 tested, 0.88% active; inhibition, % at 20 µM; Q9GZU7;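 active means inhibition above about 50% at 20 µM, limit read from the data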;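 further: plate controls were DMSO wells with enzyme for no effect and wells lacking enzyme for full effect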
Target sequence (Q9GZU7 76-261 limits assumed): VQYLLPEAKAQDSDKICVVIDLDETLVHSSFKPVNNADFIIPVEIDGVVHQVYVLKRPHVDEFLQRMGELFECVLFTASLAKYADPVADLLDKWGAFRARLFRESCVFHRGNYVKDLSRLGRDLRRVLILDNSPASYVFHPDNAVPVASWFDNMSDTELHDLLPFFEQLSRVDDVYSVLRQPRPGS
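Material: truncated SCP-1 phosphatase (76-261aa) / Buffer or medium: 50 mM Tris acetate pH 5.5, 0.005% Tween-20, 10 mM MgCl2 / Compound dosing: one concentration, 20 µM, with 1.0% DMSO / Incubation: 45 min room-temperature reaction, 5 min colour, 30 min stabiliser / Detection: colorimetric free-phosphate detection, absorbance 630 nm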
CendR NRP1 mod: NRP-1/CendR interaction modulation. O14786. FAM-RPARPAR peptide binding to NRP-1, fluorescence polarization. inhibition, % at 25 µM. 360,000 tested, 0.85% active. AID 602438;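 active means inhibition or corrected inhibition above about 18%, plus a signal ratio from 0.5 to 1.5, limit read from the data, passing the limit was not always enough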; further: strong numbers were not always called active
LMPTP inh: LMPTP (human) inhibition | recombinant LMPTP-A, OMFP fluorogenic substrate, fluorescence intensity | inhibition, % at 20 µM | 360,000 tested, 0.22% active;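 active means compounds that cut the enzyme signal by at least half of the control window in the single-dose screen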;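 further: plate controls were DMSO wells with enzyme plus substrate for no effect and substrate without enzyme for full effect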
Target sequence (P24666 whole entry, looked up): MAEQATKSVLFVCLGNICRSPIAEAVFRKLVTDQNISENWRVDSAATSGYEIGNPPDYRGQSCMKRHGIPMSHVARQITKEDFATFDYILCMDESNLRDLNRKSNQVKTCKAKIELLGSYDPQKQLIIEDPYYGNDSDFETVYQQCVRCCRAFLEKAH
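Test system: LMPTP-A phosphatase enzyme. Amount: LMPTP-A at 0.625 nM final in the reaction. Reagent: OMFP substrate, 400 µM final. Times: 50 min at room temperature. Signal: endpoint fluorescence intensity from OMFP dephosphorylation. Read-out basis: % inhibition. Benchmarks: no-enzyme and uninhibited controls.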
STEP block: blocks human striatal-enriched tyrosine phosphatase; P54829; recombinant STEP, OMFP fluorogenic substrate, fluorescence; inhibition, % at 20 µM; 360,000 tested, 0.25% active;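 active means inhibition at 20 µM, scaled per plate between control wells, above about 37%, limit read from the data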;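 further: 0% = DMSO with enzyme and substrate and 100% = substrate only without enzyme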
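System: isolated STEP enzyme; schedule: 20 min enzyme reaction at room temperature, protected from light; medium: Bis-Tris buffer pH 6.0, 2.5 mM DTT, 0.005% Tween 20; signal: fluorescence, 480/540 nm; dosing: single compound dose of 20 µM, 1% DMSO final; also added: OMFP substrate, 25 µM final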
SKN-1 block: inhibitors of C. elegans SKN-1 | AID 624304 | C. elegans VP596 Pgst-4::GFP/RFP ratio, acrylamide-induced, 24 h | 360,000 tested, 0.49% active | inhibition, % at 21.8 µM;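 active means interference check ratio from 0.5 to 1.5 plus GFP to RFP signal ratio inhibition reaching or exceeding a fixed threshold, cut at about 30% in these data, passing the limit was not always enough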; further: some compounds called inactive have numbers as strong as hits
Rpn11 block: inhibitors of human proteasome Rpn11; human 26S proteasome, Ub4-pepOG fluorescence polarization; 20S core pre-blocked with epoxomicin; 360,000 tested, 0.59% active; O00487; calls only at 20 µM;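 active means inhibition at 20 µM, scaled to each plate's controls, above about 33%, limit read from the data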
Target sequence (O00487 whole entry, looked up): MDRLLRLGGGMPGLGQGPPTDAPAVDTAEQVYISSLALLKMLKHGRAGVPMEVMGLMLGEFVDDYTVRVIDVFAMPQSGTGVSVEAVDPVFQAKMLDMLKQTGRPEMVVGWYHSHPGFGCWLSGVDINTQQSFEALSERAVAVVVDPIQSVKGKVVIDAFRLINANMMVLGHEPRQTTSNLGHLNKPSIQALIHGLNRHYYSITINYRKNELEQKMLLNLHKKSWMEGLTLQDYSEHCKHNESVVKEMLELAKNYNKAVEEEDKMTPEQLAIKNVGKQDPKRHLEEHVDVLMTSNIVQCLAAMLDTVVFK
SUMO1 PPI mod: alters human SUMO1 binding to SIM partners; P63165; AID 602429; SUMO1 binding to a labelled peptide, TR-FRET, 1 h; 360,000 tested, 0.33% active; inhibition, % at 20 µM; in the data active means inhibition above about 37%
Target sequence (P63165 whole entry, looked up): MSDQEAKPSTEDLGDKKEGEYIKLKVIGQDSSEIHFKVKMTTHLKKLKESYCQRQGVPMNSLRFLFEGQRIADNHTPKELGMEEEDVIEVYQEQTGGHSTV
NadD inh: inhibitors of Staphylococcus aureus NadD. 360,000 tested, 0.78% active. purified NadD enzyme, colorimetric absorbance read-out. inhibition, % at 20 µM; in the data active means inhibition above about 26%; further: some compounds past the cut are filed as inactive
An asterisk follows results filed as active; i = inactive; · = not tested or not shown.

SMILES | MT1-MMP act inh | DNMT1 block | Scp-1 inhibitor | CendR NRP1 mod | LMPTP inh | STEP block | SKN-1 block | Rpn11 block | SUMO1 PPI mod | NadD inh
CCNC(=O)C1(C)CCCN(CCOc2ccc(OC)cc2)C1 (stereo not given) | 4 | 1 | · | -2 | -1.1 | -1 | 2 | i | 1 | -13
CCn1nc(C)cc1C(=O)N1CCCC(C(=O)c2ccccc2SC)C1 (stereo not given) | 3 | 0 | -6 | 6 | 0.7 | 1 | 2 | i | 6 | 6
CCN1CCN(CCNC(=O)Nc2ccc([N+](=O)[O-])cc2)CC1 | 3 | 4 | -17 | 9 | 0.1 | -1 | 2 | i | -1 | -5
Cc1ccccc1C(=O)NCCCn1ccnc1 | -2 | 0 | -2 | 1 | -1.4 | -1 | -1 | i | 0 | 0
Cc1cc(C)n(/N=C/c2c[nH]c3ccccc23)c(=O)c1C#N | 0 | 4 | 1 | -1 | 0.6 | -1 | 12 | i | -4 | -3
COc1cc(C(C)=O)ccc1OCC(=O)NCc1ccccc1CN1CCCC1 | 2 | 1 | · | 10 | 0.2 | -2 | 10 | i | -3 | -3
Cc1[nH]c2ccccc2c1SCC(=O)N1CCCCC1 | -1 | -5 | -5 | 0 | 1.1 | 0 | 4 | i | 2 | -1
Cc1ccc2c(c1)C1CN(C)CCC1N2CC(=O)N(C)c1ccccc1 (stereo not given) | 4 | -5 | 20 | 0 | -0.8 | 1 | -10 | i | 0 | 3
COc1ccc(NC(=S)N2CCN(C/C=C/c3ccccc3)CC2)cc1 | 3 | -4 | 6 | -6 | 1.1 | 1 | 3 | i | 4 | -4
COc1ccc(CCNC(=O)c2ccc(CS(=O)(=O)c3ccc(Cl)cc3)o2)cc1OC | -6 | -5 | 2 | 10 | -1.7 | -2 | 14 | i | 5 | -7
COc1ccc(Cl)cc1NC(=S)N1CCCC1 | 2 | 0 | -1 | 6 | -0.4 | -2 | 7 | i | 1 | 2
COc1ccc2[nH]c(C)c(C(=O)CN3CCN(C/C=C/c4ccccc4)CC3)c2c1 | 1 | -13 | -3 | -7 | -1.0 | 1 | -12 | i | 1 | -4
O=C(NCc1ccccn1)Nc1ccccc1C(F)(F)F | 2 | 3 | 1 | 9 | -0.5 | 1 | -9 | i | 8 | 2
Cc1[nH]c(C)c2c(=O)[nH]ncc12 | 3 | -1 | -13 | 10 | -1.5 | -4 | -6 | i | -5 | -6
C[C@H](NC(=O)Nc1cccc(Br)c1)C(=O)O | -2 | -1 | -4 | -4 | -0.2 | -1 | -4 | i | -1 | -2
Cc1c(N2C(=O)CSC2c2ccco2)c(=O)n(-c2ccccc2)n1C (stereo not given) | 1 | -2 | 3 | -12 | -1.0 | -2 | 5 | i | -1 | -3
CC(=O)N1CCOc2ccc(S(=O)(=O)Nc3ccc(C)cn3)cc21 | 1 | 2 | 1 | 5 | -1.7 | -2 | -19 | i | 4 | -5
COc1ccc(S(=O)(=O)N2CCCCCC2)cc1C(=O)N1CCN(c2ccc(F)cc2)CC1 | -2 | 0 | -6 | -2 | 0.3 | 2 | 0 | i | 3 | 0
O=C(CN1C(=O)NC2(CCOc3ccccc32)C1=O)c1ccc(F)c(F)c1 (stereo not given) | -4 | -3 | -3 | -8 | -0.7 | -1 | -4 | i | 2 | 3
COC(=O)C(Cc1ccccc1)NCC(=O)Nc1cccc(Cl)c1C (stereo not given) | -2 | -1 | -10 | -3 | -0.9 | -1 | 14 | i | 6 | -8
COc1ccc(C(CNC(=O)C(CCSC)NC(=O)c2ccccc2Cl)N2CCCCC2)cc1 (stereo not given) | -3 | 4 | -5 | 1 | -1.6 | 0 | 9 | i | 1 | -5
O=C(NCc1ccc2c(c1)OCO2)c1ccc(NC(=O)C2CCCO2)cc1 (stereo not given) | 6 | 1 | 0 | 12 | -0.7 | -4 | -1 | i | 4 | -1
Cc1ccc(CNC(=O)C2CC(c3ccccc3[N+](=O)[O-])=NO2)cc1 (stereo not given) | -2 | 0 | -5 | 11 | -0.6 | -1 | 6 | i | -17 | -7
Cc1ccc(C(=O)Nc2cccc(NC(=O)c3cccs3)c2)c(C)c1 | 2 | -3 | -12 | 1 | 0.9 | 0 | -1 | i | -1 | -3
COCCN1C(=O)C(=O)/C(=C(/O)c2cccc(OC)c2)C1c1ccc(C)o1 (stereo not given) | 0 | -6 | 1 | -1 | -1.3 | 1 | -22 | i | -9 | 1
CCn1nc(C(=O)NNC(=O)COc2ccccc2C)c2ccccc2c1=O | 9 | 3 | -2 | 2 | -0.4 | -8 | 4 | i | -2 | -1
Cc1cc(C)cc(C(=O)NC(=S)Nc2ccc(Cc3ccncc3)cc2)c1 | -8 | -9 | 5 | -11 | 5.8 | 4 | 0 | i | -2 | 8
CC1CN(CCCCN2C(=O)c3ccccc3C2=O)CC(C)O1 (stereo not given) | 1 | 0 | -6 | 2 | -2.1 | -1 | 3 | i | -5 | -1
O=c1[nH]nc(Cc2ccccc2)c2ccccc12 | 7 | 3 | -6 | 7 | -0.2 | -2 | 1 | i | 4 | -4
Cc1cccc(N2CC(C(=O)Nc3ccc(S(=O)(=O)Nc4nccs4)cc3)CC2=O)c1C (stereo not given) | 4 | -1 | -5 | -1 | 0.4 | 0 | 19 | i | 7 | 8
CCCCN(C)C(=O)c1nc2ccccn2c1CN1CCN(C(=O)c2cccs2)CC1 | 1 | 1 | -5 | -18 | -1.8 | 2 | -1 | i | 2 | 0
CCOC(=O)N1CCN(Cc2nc3ccc([N+](=O)[O-])cc3c(=O)n2-c2ccc(OC)cc2OC)CC1 | 0 | -1 | -12 | 3 | 0.3 | 2 | 12 | i | -32 | 2
Cc1occc1C(=O)Nc1cc(S(=O)(=O)N2CCOCC2)ccc1OC(C)C | 6 | -2 | 12 | -1 | 0.4 | -3 | 2 | i | 2 | 5
CN(CCCNC(=O)C1CCN(S(=O)(=O)c2cccc3nsnc23)CC1)Cc1ccccc1 | -2 | 33 | -2 | -1 | 0.9 | -3 | 18 | i | -25 | 1
O=C(C[n+]1ccccc1)N/N=C/c1ccccc1[N+](=O)[O-] | -3 | 13 | -1 | 9 | -1.4 | -1 | -8 | i | -13 | 4
CC(C)N1CCC1(C)C(=O)Nc1nc2ccccc2[nH]1 (stereo not given) | 1 | 1 | · | -5 | -2.4 | -5 | 5 | i | -3 | 4
O=C(CN1C(=O)NC2(CCCC2)C1=O)NNC(=O)c1ccccc1 | 2 | 3 | -6 | 6 | -1.4 | 4 | 9 | i | 5 | 5
O=C(CCNC(=O)c1ccc(Br)cc1)NC1CCCCCC1 | -1 | 5 | 0 | 8 | -0.9 | -4 | -7 | i | 11 | 0
NCCC1CN(C(=O)OCc2ccccc2)c2ccccc21 (stereo not given) | -1 | -5 | 1 | 1 | -1.2 | 1 | -5 | i | 10 | -2
COc1ccccc1Oc1ccccc1C(=O)O | -3 | 0 | -1 | 2 | -0.2 | -3 | -19 | i | 0 | 1
CCCCn1c(/N=C/c2c[nH]c3ccccc23)nc2ccccc21 | 1 | -20 | -7 | -6 | 8.7 | 6 | 16 | i | 2 | -1
COc1ccc(N(CC(=O)NCc2ccco2)S(=O)(=O)c2ccc(OC)c(OC)c2)cc1 | 5 | 1 | -11 | -4 | -2.4 | 0 | 0 | i | -3 | -7
Cc1ccc(OC(F)F)c(NC(=O)Nc2ccc3c(c2)OCO3)c1 | -1 | 2 | -5 | 9 | 2.7 | 2 | 9 | i | 2 | -5
O=C(Cn1cccc1C(=O)c1ccccc1)NCc1cccc(Cl)c1 | -5 | -3 | -9 | 3 | 0.8 | -1 | 6 | i | -2 | -12
COc1ccc(C(=O)Nc2nnc(-c3cccs3)s2)cc1 | 1 | 16 | 1 | -2 | 0.7 | -1 | -16 | i | 1 | 2

Some entries already given with just Rpn11 block, CendR NRP1 mod and SUMO1 PPI mod.
SMILES,Rpn11 block,CendR NRP1 mod,SUMO1 PPI mod
Cc1occc1C(=O)Nc1cc(S(=O)(=O)N2CCOCC2)ccc1OC(C)C,i,-1,2
O=C(Cn1cccc1C(=O)c1ccccc1)NCc1cccc(Cl)c1,i,3,-2
NCCC1CN(C(=O)OCc2ccccc2)c2ccccc21 (stereo not given),i,1,10
CCOC(=O)N1CCN(Cc2nc3ccc([N+](=O)[O-])cc3c(=O)n2-c2ccc(OC)cc2OC)CC1,i,3,-32

Carrying on:
SMILES | MT1-MMP act inh | DNMT1 block | Scp-1 inhibitor | CendR NRP1 mod | LMPTP inh | STEP block | SKN-1 block | Rpn11 block | SUMO1 PPI mod | NadD inh
O=c1cc(N2CCN(c3ccccc3)CC2)[nH]c(=O)n1C1CCCCC1 | -7 | -2 | 7 | -15 | 0.9 | 8 | 13 | i | 2 | 0
COC(=O)c1ccc(C(=O)OC)c(NS(C)(=O)=O)c1 | 1 | 0 | -11 | -18 | -1.3 | 1 | 7 | i | 0 | -3
Nc1nc(NCc2ccco2)nc(Nc2ccccc2)c1[N+](=O)[O-] | 1 | 2 | 2 | -2 | 0.3 | -3 | 5 | i | -1 | -3
O=C(N/C(=C/c1ccco1)C(=O)N1CCOCC1)c1ccccc1Br | -2 | -1 | 0 | 4 | 0.2 | 2 | 2 | i | -5 | 0
COc1cccc(/C=N/NC(=O)c2nc(-c3ccccc3)cc(-c3ccccc3)n2)c1 | -1 | -5 | -4 | 3 | 3.6 | 11 | 19 | i | 2 | 23
CCC(CC)N=C1NS(=O)(=O)c2cc([N+](=O)[O-])ccc21 | 2 | -1 | -9 | 1 | -0.9 | 0 | 2 | i | -28 | 0
COc1ccc(NC(C)=O)cc1C | 5 | 2 | -9 | 10 | -1.8 | -4 | 10 | i | 0 | 1
Cc1ccccc1NS(=O)(=O)c1ccc(C2CNC(=O)C2)cc1 (stereo not given) | 1 | 2 | 1 | 1 | -2.5 | -2 | 9 | i | 0 | 2
N#Cc1cccc(NS(=O)(=O)c2ccc(S(=O)(=O)N3CCOCC3)cc2)c1 | -2 | -1 | -6 | -4 | -0.4 | 0 | -7 | i | 0 | -2
O=C(O)c1ccccc1N1C(=O)C2C3c4ccccc4C(Br)(c4ccccc43)C2C1=O (stereo not given) | -5 | -1 | -15 | 9 | -1.7 | -5 | 3 | i | 4 | -8
COc1ccccc1-c1cc(NC(C)=O)c2ncc(-c3cccc(C(C)=O)c3)n2c1 | -3 | -19 | · | 3 | 1.6 | 1 | 15 | i | -6 | -7

High-throughput results from PubChem BioAssay.
